Screening data (PubChem BioAssay)
GlmU inhibition = inhibition of mycobacterial GlmU enzyme – biochemical, glucosamine-1-phosphate acetyltransferase (AID 1376); Bifunctional protein GlmU (Mycobacterium tuberculosis (strain ATCC 25618 / H37Rv)); M. tuberculosis GlmU acetyltransferase enzyme assay; higher % means a stronger effect; inhibition, %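 (tested at 30 µM in the primary screen)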, or IC50 in µM where a hit was titrated; hit rate 0.25% among 220,000; in the data active = inhibition above about 13%;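 note: 0% = complete reaction with vehicle and 100% = reaction without substrate; strong numbers were not always called active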
Mtb RmlCD inh = M. tuberculosis RmlC/RmlD coupled enzyme inhibitors, primary screen, biochemical, compound mixtures, 384-well, from 1536-well plates | AID 1533, 2009 | hit rate 0.03% among 160,000 | RmlC+RmlD coupled enzyme assay, percent inhibition; primary screen in compound mixtures | inhibition, % at 3.6 µM; in the data active = inhibition mostly above about 34%, no sharp cut-off; note: some results filed as inactive read as strong as hits
Target sequence (P9WH09 whole entry, looked up): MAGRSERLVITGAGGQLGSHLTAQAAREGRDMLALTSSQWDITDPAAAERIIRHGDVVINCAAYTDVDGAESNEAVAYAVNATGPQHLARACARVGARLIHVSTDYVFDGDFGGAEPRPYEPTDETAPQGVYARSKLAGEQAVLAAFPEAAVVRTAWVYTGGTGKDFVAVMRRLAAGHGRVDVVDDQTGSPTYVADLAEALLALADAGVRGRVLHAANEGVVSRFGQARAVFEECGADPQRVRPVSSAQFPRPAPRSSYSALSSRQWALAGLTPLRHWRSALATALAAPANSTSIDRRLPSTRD
Target sequence (P9WH11 whole entry, looked up): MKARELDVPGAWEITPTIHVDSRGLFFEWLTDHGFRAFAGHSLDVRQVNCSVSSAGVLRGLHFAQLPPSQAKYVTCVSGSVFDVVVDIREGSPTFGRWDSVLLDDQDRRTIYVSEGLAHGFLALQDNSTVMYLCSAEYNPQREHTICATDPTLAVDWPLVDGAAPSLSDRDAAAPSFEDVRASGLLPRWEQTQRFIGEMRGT
* hit, by the source's call; / = no result given. This is a subset; the hit share may differ from the screen's.

Sample of the layout, 2 compounds:
Each structure is followed by: Mtb RmlCD inh | GlmU inhibition
CS(=O)(=O)N(CC(=O)NCc1ccc2c(c1)OCO2)c1ccc(Cl)cc1
→ 7.0 | /
Cc1cc(S(=O)(=O)NC2CCCCC2)c(C)s1
→ -16.8 | 0.4%

All compounds of this part, repeating the preview:
Each structure is followed by: Mtb RmlCD inh | GlmU inhibition
CS(=O)(=O)N(CC(=O)NCc1ccc2c(c1)OCO2)c1ccc(Cl)cc1
→ 7.0 | /
Cc1cc(S(=O)(=O)NC2CCCCC2)c(C)s1
→ -16.8 | 0.4%
CCOC(=O)Cc1csc(NC(=O)COc2ccccc2)n1
→ / | 3.6%
O=C(CCSc1nc(-c2ccco2)cc(C(F)(F)F)n1)NCc1ccccn1
→ / | -4.8%
O=C(CSc1ccccc1)Nc1ccccc1C(=O)O
→ 39.3 | 3.3%
CN(C)CCC(=O)c1ccc2c(c1)OCO2
→ / | 0.1%
O=C1c2cccc3c2[C@H](CCC3)CN1[C@@H]1CN2CCC1CC2
→ / | 0.8%
O=C(O)C1CCCN(S(=O)(=O)c2cccc3cccnc23)C1 (stereo not drawn)
→ -1.2 | 8.6%
CCSc1nnc(NC(=O)c2cc(C)on2)s1
→ -17.4 | 2.0%
CCN(/N=C/c1ccc(Cl)cc1)c1cc(=O)n(C)c(=O)[nH]1
→ 9.0 | -4.6%
COc1cc(CNC(C)(C)CO)ccc1OCC(=O)NC(C)(C)C
→ / | 8.3%
COc1ccc(C2=CSC(/N=C/c3ccc(F)cc3)=NN2)cc1
→ / | -6.7%
O=C(O)c1ccc(Cl)nc1
→ / | 2.4%
Cc1ccc(C(c2nnnn2Cc2ccccc2)N2CCN(Cc3ccccc3)CC2)cc1 (stereo not drawn)
→ / | -0.1%
CCCCOC(=O)CSc1nc2ccccc2o1
→ 2.5 | 6.4%
CC1CCCN(c2nc3c(c(=O)[nH]c(=O)n3C)n2CCSc2ncccn2)C1 (stereo not drawn)
→ / | -4.3%
COc1cc(-c2nnn(CC(=O)N3CCOCC3)n2)cc(OC)c1OC
→ / | -4.5%
O=C(CN(Cc1ccccc1Cl)C(=O)c1ccc(CN2CCOCC2)o1)NCC1CCCO1 (stereo not drawn)
→ 36.3 | 2.9%
Cc1onc(-c2ccccc2)c1C(=O)N/N=C/C(Br)=C/c1ccccc1
→ -0.6 | -5.3%
COc1ccc(-c2nc(NC(=O)c3[nH]c(C)c(C(C)=O)c3C)sc2C)cc1
→ -7.9 | -2.3%
CCOC(=O)C/C(C)=N/NC(=O)COc1ccccc1C
→ 4.5 | -0.6%
CCn1c(O)c(C=Nc2ccc(S(N)(=O)=O)cc2)c(=O)n(CC)c1=S
→ 2.0 | 2.7%
COc1ccc(-c2cnnn2-c2ccc(NC(=O)c3ccco3)cc2)cc1OC
→ 8.5 | -2.2%
COCCNC(=O)/C(C#N)=C/c1ccc(-c2ccc(S(=O)(=O)N3CCOCC3)cc2)o1
→ -0.8 | -6.4%
CCCC1=C(C(=O)OCC)C(c2ccc(OC)c(CSc3ccccn3)c2)C(C#N)=C(N)O1 (stereo not drawn)
→ 9.0 | 2.0%
CC(C)(C)c1ccc2c(c1)OC(C(=O)N/N=C\c1ccc(-c3cccc(C(=O)O)c3)o1)CO2 (stereo not drawn)
→ / | 6.5%
CCCCNC(=O)c1onc(CSc2ccc(C)c(C)c2)c1C(=O)O
→ -0.4 | -3.1%
CCOC(=O)CC(NC(=O)c1cccc2c1C(=O)N(Cc1cccnc1)C2)c1ccc(OCC)c(OC)c1 (stereo not drawn)
→ 10.1 | -8.3%
CCCN(CCC)C(=O)Cn1ccc(=N)c2ccccc21
→ / | -5.7%
CCc1ccc(-c2c(C)sc(NC(C)=O)c2C(N)=O)cc1
→ -53.5 | 0.3%

One compound at a time, from the list above. Screens in order: Mtb RmlCD inh | GlmU inhibition
CCCCNC(=O)c1onc(CSc2ccc(C)c(C)c2)c1C(=O)O in the list: -0.4 | -3.1%
O=C1c2cccc3c2[C@H](CCC3)CN1[C@@H]1CN2CCC1CC2 in the list: / | 0.8%
O=C(O)c1ccc(Cl)nc1 in the list: / | 2.4%
CC(C)(C)c1ccc2c(c1)OC(C(=O)N/N=C\c1ccc(-c3cccc(C(=O)O)c3)o1)CO2 (stereo not drawn) in the list: / | 6.5%

Continued:
Each structure is followed by: Mtb RmlCD inh | GlmU inhibition
COc1cc(C(=O)Nc2cc(Cl)ccc2C)c(-n2cnnn2)cc1OC
→ -10.0 | -1.2%
COc1ccc(/C=C/CN2CCN(Cc3ccc(F)cc3)C(CCO)C2)cc1 (stereo not drawn)
→ -9.2 | -2.4%
O=C1CC(N2CCc3ccccc32)C(=O)N1c1ccc(F)cc1 (stereo not drawn)
→ 6.0 | 4.8%
COc1ccc(-c2cc(-c3ccco3)[nH]c(=O)c2C#N)cc1
→ -4.8 | -0.9%
O=C(Nc1ccccc1)Nc1cc(S(=O)(=O)N2CCOCC2)ccc1N1CCCC1
→ -11.1 | 5.1%
Cc1ccn2cc(-c3ccc4c(c3)NC(=O)CO4)nc2c1
→ -5.9 | -7.4%
CC(C)CNC(=S)Nc1ccc(F)cc1
→ / | -1.6%
COc1ccc(C2C(C(=O)c3cccs3)=C(O)C(=O)N2c2cccc(C)n2)cc1 (stereo not drawn)
→ -1.2 | -1.5%
Cc1cc(OCCN2CCCC2)cc(C(C)C)c1
→ -8.7 | -4.3%
CN1CCC(N2CC3CC(C2)c2cccc(=O)n2C3)CC1 (stereo not drawn)
→ / | -5.4%
CCNC(=O)COC(=O)C1C(C(=O)OCC)=C(C)NC(C)=C1C(=O)OCC
→ / | -2.8%
Cc1ccc(Sc2cc(NCCCO)c([N+](=O)[O-])c3nonc23)cc1
→ -6.3 | -0.7%
COc1ccc(NC(=O)c2c(Cl)nc3ccccn23)cc1
→ -9.5 | 7.2%
Cc1ccc2c(c1)c(C)cc(=O)n2CCC(=O)O
→ / | -3.9%
O=C(N[C@@H](Cc1ccccc1)C(=O)O)c1ccncc1
→ / | -1.4%
O=C(Nc1ccc(Cl)cc1)c1cccc(N2C(=O)C3C4CCC(C4)C3C2=O)c1 (stereo not drawn)
→ / | 2.7%
O=C(C1=C[C@H](c2csc3ccccc23)C[C@H](OCCCCO)O1)N1CCN(Cc2ccccc2)CC1
→ / | 1.0%
c1ccc(CSc2nc3ncncc3[nH]2)cc1
→ -105.5 | 0.7%
O=C(CSc1nnc(-c2ccncc2)n1Cc1ccccc1)NC1CCCCC1
→ 12.0 | 4.4%
O=C(NCc1ccccc1)C1(C(F)(F)F)CC(CCCO)CCCO1 (stereo not drawn)
→ / | -2.8%
CCOCC(=O)Nc1nnc(COc2ccc(Cl)cc2)s1
→ / | -0.1%
CCN1C(=O)c2c(C)nc3ccccc3c2C1=O
→ 5.8 | -2.5%
CCOC(=O)C(C)On1c(SC(C)C(=O)OCC)nc2ccccc2c1=O (stereo not drawn)
→ 12.2 | 0.1%
COc1cccc(OC)c1C(=O)Nc1ccccc1N1CCCC1
→ 13.0 | 0.0%
Cc1ccc2[nH]c(=O)c(-c3noc(-c4ccncc4)n3)cc2c1
→ / | 0.5%
O=C(C[n+]1cc(-c2ccc(Cl)c(Cl)c2)n2c1CCC2)OCc1ccccc1
→ / | -1.9%
O=C(Cc1cccs1)Nc1cccc([N+](=O)[O-])c1
→ 20.3 | 4.4%
Cc1occc1-c1nnc(SCC(=O)N2CC(=O)Nc3ccccc32)n1CC(C)C
→ / | 2.6%
COc1ccc(CNC(=O)CNC(=O)c2c(C)nn(C)c2Cl)cc1
→ 19.6 | -0.3%
COc1ccccc1NC(=O)C1C2C=CC3(CN(Cc4cccnc4)C(=O)C13)O2 (stereo not drawn)
→ 3.9 | -6.2%

Remaining list, next part.
Each structure is followed by: Mtb RmlCD inh | GlmU inhibition
COc1ccccc1NC(=O)COc1ccc(/C=N/NC(=O)CSCc2cc(C)cc(C)c2)cc1
→ -5.8 | -3.5%
COc1ccc2c(c1OC)C(=O)NC(C)=C(C(=O)OC(C)(C)C)C2O (stereo not drawn)
→ -8.4 | 2.2%
CC(C)N(C(=O)CSc1nnnn1-c1ccc2c(c1)OCO2)C(C)C
→ 3.6 | -4.6%
COC(=O)CNc1nc(Cl)nc(N2CCC(C)CC2)n1
→ 12.0 | -1.6%
CCC(C)c1ccc(NC(=S)NCCn2cc(Br)cn2)cc1 (stereo not drawn)
→ -3.0 | -1.4%
COc1ccc(NC(=O)CN2CCN(Cc3ccc4c(c3)OCO4)CC2)cc1OC
→ 5.1 | 0.2%
Cc1ccc(NC(=O)COc2ccc3oc4c(c3c2)CCCC4)nc1
→ 9.6 | 1.1%
Cc1ccsc1/C=C1\Oc2cc(OCC(=O)c3ccccc3)ccc2C1=O
→ -5.6 | 2.2%
CCCCNC(=S)Nc1ccc([N+](=O)[O-])cc1
→ / | -1.6%
CCc1nnc(NC(=O)CSc2nnc(CNC(=O)c3cc(OC)c(OC)c(OC)c3)o2)s1
→ 6.6 | -1.8%
Cn1cc(CN2CCCC(CO)(Cc3ccccc3)C2)c2ccccc21 (stereo not drawn)
→ 1.4 | 1.2%
Cc1cc(C)c(-c2c(O)c3c(n(C)c2=O)CC(C)(C)CC3=O)c(C)c1
→ 0.9 | -1.2%
O=c1c2[nH]c3ccccc3c2ncn1Cc1cccnc1
→ / | 3.0%
CCOC(=O)c1ccc(N=Cc2c(O)n(-c3ccc(OC)cc3)c(=S)[nH]c2=O)cc1
→ 5.8 | 5.6%
COC(=O)CCCNC(=O)OCc1ccc([N+](=O)[O-])cc1
→ / | 0.4%
COc1cc(Br)cc2cc(C(=O)NCC3CCCO3)c(=O)oc12 (stereo not drawn)
→ / | -4.9%
CCC1CCC(NC(=O)Nc2cccc(OC)c2)CC1 (stereo not drawn)
→ 8.9 | 6.0%
FC(F)(F)c1cc(CCN2CCNC[C@@H]2Cc2ccccc2)cc(C(F)(F)F)c1
→ / | -8.2%
COc1ccc(N=Cc2c(O)c3ccccc3n2C(C)=O)cc1
→ -2.6 | 3.0%
O=C1CC(c2ccccc2)CC(O)=C1C=Nc1ccc(Cl)cc1 (stereo not drawn)
→ -11.1 | -0.3%
Cc1nn(Cc2cccc(C(=O)NCC(C)C)c2)c(C)c1Br
→ 31.0 | 1.3%
Cc1cccc(C)c1NC(=O)Cn1c(=O)n(CCCC(=O)NCc2ccco2)c(=O)c2sccc21
→ / | 3.0%
CCSC1=C(C#N)C(c2ccc(OC)c(OC)c2)CC(=O)N1 (stereo not drawn)
→ 5.4 | 3.7%
Fc1ccc(C2CCCN2Cc2nc(Cc3ccccc3F)no2)cc1 (stereo not drawn)
→ -4.2 | 8.5%
CC(C)Cc1nnc(NC(=O)CN2C(=O)c3ccccc3C2=O)s1
→ 12.9 | 0.7%
Cc1ccc(N(C(C)C(=O)Nc2cc(Cl)ccc2Oc2ccccc2)S(C)(=O)=O)cc1 (stereo not drawn)
→ -10.2 | 3.3%
COc1ccc(OCCCN2CCCCCC2)cc1
→ / | -2.3%
Cc1ccc(-c2ccccc2)n1-c1cccc(C(=O)O)c1
→ / | 5.3%
CN(CC(=O)NCc1ccccn1)S(=O)(=O)c1ccccc1
→ / | 5.7%
O=c1ccn(Cc2ccccc2Cl)cc1
→ 7.6 | -3.9%

(further entries)
Each structure is followed by: Mtb RmlCD inh | GlmU inhibition
CC(C)(C)n1nnnc1C(c1cccc(C#N)c1)N1CCCCCC1 (stereo not drawn)
→ / | -0.6%
COCCN(C(=O)CSc1nnc(-c2cccc(C)c2)n1C)c1c(N)n(Cc2ccccc2)c(=O)[nH]c1=O
→ 8.9 | -2.5%
Cc1cccc2nc(-c3ccco3)c(Nc3ccc4c(c3)OCO4)n12
→ -1.7 | -1.2%
CCCCCC(=O)N/N=C/c1cc(Br)c(O)c(OC)c1
→ -6.8 | -2.0%
CCn1c(=O)c2c(nc3n2CCCN3CCc2ccccc2)n(C)c1=O
→ -5.6 | 2.1%
CSCCC(NC(=O)c1ccco1)C(=O)OCC(=O)Nc1ncc(Cl)c(C)c1Cl (stereo not drawn)
→ / | 4.2%
COc1ccc(C(=O)NCC(=O)Nc2ccccc2)cc1OC
→ -11.2 | -0.2%
Fc1ccc(/C=C\c2nccc3c2[nH]c2ccccc23)cc1
→ -12.3 | 0.4%
COc1ccc(OCC(=O)NNC(=O)c2cccc(S(=O)(=O)N(C)C)c2)cc1
→ 9.0 | -4.7%
CC(C)(C)c1ccc(/C=N/NC(=O)c2ccccn2)cc1
→ 8.1 | 1.7%
COc1ccc([N+](=O)[O-])cc1NC(=O)C(C)Sc1ccc(C)cc1 (stereo not drawn)
→ 6.1 | 2.6%
CCN1CCN(CCOc2ccccc2OCc2ccccc2)CC1
→ -6.7 | -1.9%
O=C(OCc1ccc([N+](=O)[O-])cc1)c1ccccn1
→ -2.9 | 1.4%
COc1ccccc1N1CCN(Cc2ccc(OC)c(OC)c2OC)CC1
→ 25.0 | 5.0%
O=C(Cc1ccc(S(=O)(=O)N2CCCC2)s1)N1CCN(c2ccccc2)CC1
→ 7.6 | 7.3%
Fc1ccccc1CSc1ccc(-c2ccco2)nn1
→ -12.0 | 0.7%
O=C(O)c1ccc(-c2noc(-c3ccc(F)cc3)n2)cc1
→ / | 5.4%
c1ccc(C2=Nc3ccccc3NC(c3ccccc3)C2)cc1 (stereo not drawn)
→ -5.1 | -3.1%
CCc1nc2oc(C(=O)c3ccccc3)c(N)c2c2c1COC(C)(C)C2
→ / | -3.4%
CC(C)=NOc1nc(N2CCOCC2)nc(N2CCOCC2)n1
→ 6.8 | 4.3%
Cc1nc2ccccc2c(=O)n1NCc1cccs1
→ / | -2.8%
O=C(Nc1ccc2c(c1)OCO2)C1CCN(C(=O)c2ccc([N+](=O)[O-])cc2)CC1
→ -10.4 | -2.4%
Cc1scc(C(=O)NNC(=S)NCc2ccccc2)c1C
→ -2.0 | -7.4%
Cc1ccc(OCC(=O)NNC(=O)C(=O)NC(C)(C)C)cc1
→ 8.6 | 0.7%
Cc1cc(N2CCN(C(=O)c3ccco3)CC2)n2nc(C)c(-c3ccccc3)c2n1
→ / | 4.0%
